Assay outcomes (PubChem BioAssay)
CHRM4 PAM: human M4 muscarinic receptor positive allosteric modulators, primary screen, CHO-K1 cells, Fluo-8 calcium fluorescence | Muscarinic acetylcholine receptor M4 (Homo sapiens), P08173 | CHO-K1 hM4/Gqi5, ACh EC20; 0% = ACh EC20, 100% = maximal ACh | activation, % at 3 µM | hit rate 0.4% among 360,000 | AID 624126, 2012;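 active = activation above its plate's cutoff, the mean activation of sample wells plus 3 SD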; also: some results filed as inactive read as strong as hits
Target sequence (P08173 whole entry, looked up): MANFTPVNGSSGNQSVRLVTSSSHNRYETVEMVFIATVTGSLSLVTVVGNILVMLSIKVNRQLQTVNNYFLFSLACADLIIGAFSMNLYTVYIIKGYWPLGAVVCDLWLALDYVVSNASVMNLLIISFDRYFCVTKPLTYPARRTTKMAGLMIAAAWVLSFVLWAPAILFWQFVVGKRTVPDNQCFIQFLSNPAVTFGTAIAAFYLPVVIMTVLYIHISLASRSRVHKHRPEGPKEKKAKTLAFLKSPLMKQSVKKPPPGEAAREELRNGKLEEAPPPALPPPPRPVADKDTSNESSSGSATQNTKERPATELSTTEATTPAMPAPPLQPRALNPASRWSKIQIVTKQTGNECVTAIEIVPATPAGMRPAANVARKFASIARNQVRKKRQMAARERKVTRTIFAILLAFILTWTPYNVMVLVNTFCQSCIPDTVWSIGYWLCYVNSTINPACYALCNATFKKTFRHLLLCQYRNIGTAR
M4 ag: human M4 muscarinic receptor agonists, primary screen, CHO-K1 cells, Fluo-8 calcium fluorescence; activation, % at 3 µM; hit rate 0.14% among 360,000; CHO-K1 hM4/Gqi5; vehicle 0%, full acetylcholine response 100%; Muscarinic acetylcholine receptor M4 (Homo sapiens), P08173;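 active = activation above the run mean over all test wells plus 3 SD, cut at about 32% in these data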;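 also: peak over basal fluorescence ratio per well then scaled between controls; 0% = DMSO wells and 100% = acetylcholine at EC100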
M5 antag: human M5 muscarinic receptor antagonists, primary screen, CHO cells, Fluo-8 calcium fluorescence. Muscarinic acetylcholine receptor M5 (Homo sapiens), P08912. CHO-hM5 cells, ACh EC80. inhibition, % at 3 µM. hit rate 0.59% among 360,000;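 active = inhibition above a per-plate cutoff, the mean of that plate's test compounds plus 3 SD, cut at about 27% in these data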;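 also: 0% = acetylcholine EC80 with DMSO and 100% = DMSO without agonist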
Target sequence (P08912 whole entry, looked up): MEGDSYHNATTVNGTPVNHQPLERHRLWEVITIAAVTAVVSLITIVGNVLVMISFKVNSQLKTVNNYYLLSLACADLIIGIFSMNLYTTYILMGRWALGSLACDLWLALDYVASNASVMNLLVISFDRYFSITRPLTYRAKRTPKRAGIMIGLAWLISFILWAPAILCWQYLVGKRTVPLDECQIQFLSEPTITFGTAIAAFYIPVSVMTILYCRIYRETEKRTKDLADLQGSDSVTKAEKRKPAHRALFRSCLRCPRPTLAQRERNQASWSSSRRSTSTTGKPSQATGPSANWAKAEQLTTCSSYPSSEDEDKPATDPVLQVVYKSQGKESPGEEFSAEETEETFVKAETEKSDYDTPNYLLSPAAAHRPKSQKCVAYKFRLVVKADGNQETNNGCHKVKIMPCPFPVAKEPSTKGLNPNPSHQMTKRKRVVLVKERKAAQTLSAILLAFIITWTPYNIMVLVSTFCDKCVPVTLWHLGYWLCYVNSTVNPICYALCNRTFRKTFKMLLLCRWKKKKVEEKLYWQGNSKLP
CHO-K1 Ca ag: counter-screen for M1 agonists: effect in parental CHO-K1 cells; Fluo-8 calcium fluorescence; scaled to maximal ATP response, vehicle zero; AID 602248, 2012; activation, % at 3 µM; hit rate 0.48% among 360,000; in the data active = activation above about 15%;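 also: untransfected CHO-K1 host cells lacking M1 receptor as counterscreen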
CHRM5 PAM: human M5 muscarinic receptor positive allosteric modulators, primary screen, CHO-K1 cells, Fluo-8 calcium fluorescence; Muscarinic acetylcholine receptor M5 (Homo sapiens), P08912; CHO-K1 hM5, ACh EC20 PAM; 0% = ACh EC20, 100% = ACh EC100; activation, % at 3 µM; hit rate 0.3% among 360,000;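 active = activation above the run cutoff, the mean activation of all test compounds plus 3 SD, cut at about 18% in these data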
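Probe or stimulus: acetylcholine, EC20 level; Assay system: human M5 receptor in CHO-K1 cells; Schedule: compound preincubation 140 s before EC20 acetylcholine addition; Technique: intracellular calcium via Fluo-8 fluorescence; Dosing: single-point, 3 µM nominal; Read-out basis: percent activation from peak-over-basal fluorescence ratio, scaled EC20-to-EC100 acetylcholine; Repeats: one well per compound, no replicates.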
M4 antag: human M4 muscarinic receptor antagonists, primary screen, CHO cells, Fluo-8 calcium fluorescence; CHO-hM4 cells, ACh EC80; AID 624125, 2012; inhibition, % at 3 µM; hit rate 0.73% among 360,000; Muscarinic acetylcholine receptor M4 (Homo sapiens), P08173;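 active = inhibition above its plate's cutoff, the mean inhibition of sample wells plus 3 SD, cut at about 27% in these data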;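 also: 0% = acetylcholine EC80 with DMSO and 100% = DMSO without agonist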
CHRM5 agonist: human M5 muscarinic receptor agonists, primary screen, CHO-K1 cells, Fluo-8 calcium fluorescence; hit rate 0.19% among 360,000; CHO-K1 hM5 cells; 0% DMSO wells, 100% maximal acetylcholine response; activation, % at 3 µM; Muscarinic acetylcholine receptor M5 (Homo sapiens), P08912; AID 624037, 2012;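 active = activation above the run's mean over test compounds plus 3 SD, cut at about 23% in these data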;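 also: signal is peak over basal fluorescence ratio across the kinetic read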
M1 PAM parental: nonselective calcium activators in parental CHO-K1 cells, primary screen, counter-screen for M1 PAM project, cell-based, Fluo-8 calcium fluorescence, full deck, 1536-well | hit rate 0.02% among 360,000 | ATP EC20; 0% at ATP EC20, 100% at ATP max | activation, % at 3 µM | AID 602247, 2012;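 active = activation above the run cutoff, the mean activation of all test compounds plus 3 SD, cut at about 40% in these data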;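 also: peak over basal fluorescence ratio in a 140 s read after ATP addition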
CHO-K1 Ca antag: counter-screen for M1 antagonists: effect in parental CHO-K1 cells; ATP-induced calcium, Fluo-8 fluorescence; inhibition, % at 3 µM; hit rate 0.6% among 360,000; AID 602250;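 active = inhibition above a per-plate cutoff, the plate's mean sample inhibition plus 3 SD, cut at about 24% in these data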;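 also: 0% = DMSO plus EC80 ATP and 100% = DMSO alone without ATP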
Starred values were filed as active, the others as inactive.

SMILES	CHRM4 PAM	M4 ag	M5 antag	CHO-K1 Ca ag	CHRM5 PAM	M4 antag	CHRM5 agonist	M1 PAM parental	CHO-K1 Ca antag
CCCN1CCC(=O)N([C@H](COc2ccccc2)c2ccccc2)CC1	-8.5	1.8	14.5	-0.2	-6.6	16.9	-6.5	-18.2	-0.4
Cc1cc(=O)oc2cc(OC(=O)C3CCN(C(=O)c4ccc(F)cc4)CC3)ccc12	0.0	-1.3	6.5	0.1	4.5	-0.9	0.6	-19.1	4.7
CCCCCCCCCC(=O)NNC(=O)c1c(O)c2ccccc2n(CC)c1=O	-0.7	0.1	0.9	2.3	-2.7	-8.8	-1.1	20.9	-7.1
N#CCSc1ccsc1C(=O)Nc1ccc(F)cc1	2.8	1.2	-0.3	-0.3	-2.2	-1.6	-0.8	2.4	-1.9
O=C1CN(/N=C/c2ccc([N+](=O)[O-])o2)C(=O)N1	3.7	0.3	-1.9	0.3	-0.6	1.3	0.7	17.0	-11.9
Cc1cc(OCC(=O)Nc2ccc3oc(-c4ccncc4)nc3c2)ccc1Cl	4.9	-0.1	-5.5	0.2	1.8	-10.7	-0.3	12.8	-4.8
Nc1nc(SCC(=O)Nc2cc(C(F)(F)F)ccc2N2CCOCC2)n[nH]1	-1.6	0.6	9.4	-0.1	4.2	-3.0	0.8	-1.9	-1.0
O=C(NCc1ccccc1)C(c1ccccc1F)N(CC1CCCO1)C(=O)c1ccccn1 (centres undefined)	7.1	3.4	9.1	1.9	-7.0	0.2	-0.3	-14.2	-4.8
CCOC(=O)[C@]12CCC=C1N(Cc1ccc3c(c1)OCO3)C(=O)[C@H](CC(=O)NCCCOC)C2	12.5	1.1	-14.5	1.2	12.0	-6.8	3.1	14.8	-23.1
COc1ccc(/C=C/c2cc(=O)c3cc(Cl)ccc3o2)cc1	-3.0	-0.3	8.0	-0.1	0.0	-7.5	-3.1	15.8	-5.2
CCOc1c(Cl)cc(CNCC(C)C)cc1OC	-6.5	1.8	-1.1	1.0	-2.0	-0.1	-4.1	9.4	-13.7
Cc1ccccc1NC(=O)C(=O)NC(C)CCc1ccccc1 (centres undefined)	3.5	0.1	0.1	-0.5	-1.2	2.2	-3.7	2.2	-5.3
O=[N+]([O-])c1ccc(S(=O)(=O)Nc2ccc3c(c2)OCCO3)cc1	-4.7	3.1	15.8	2.0	-2.6	4.9	6.1	-23.8	19.5
O=C(CSc1cccc[n+]1[O-])Nc1ccccc1Oc1ccccc1	9.7	2.4	4.8	0.1	6.6	1.6	-0.7	-11.9	-6.2
O=c1c(/C=C(\O)c2ccc(F)cc2)nc2ccccc2n1-c1ccccc1	23.5	1.3	11.7	2.2	2.0	6.5	-1.0	15.8	-7.0
Cc1ccccc1-n1c(=O)cc(N2CCN(C(=O)c3ccco3)CC2)[nH]c1=O	0.6	0.7	-1.9	0.2	0.0	-0.5	-0.6	0.2	8.6
CCOC(=O)CSc1nc2c(sc(=S)n2-c2ccccc2OC)c(=O)n1Cc1ccco1	12.8	-0.7	5.2	0.3	-4.5	25.0	-3.8	-1.2	28.5*
O=C(N/C(=C\c1ccccc1)C(=O)N1CCOCC1)c1cccc(Br)c1	-2.6	4.2	17.3	1.5	-7.6	-3.4	-3.7	-16.9	-0.7
COc1cc(C)c(S(=O)(=O)N2CCOCC2)cc1C(C)C	11.3	-1.7	-4.9	0.4	0.4	-3.6	0.0	15.7	-4.7
O=C(Nc1ccccc1)c1cc([N+](=O)[O-])ccc1NC1CCCCC1	9.1	-0.7	-4.5	0.1	-6.2	1.9	-0.6	-0.8	-7.8
CC(C)N1CCC(C)(C(=O)Nc2cccc3c2CCCC3)C1 (centres undefined)	-3.5	-0.1	1.6	3.7	0.4	1.5	-1.9	1.8	5.5
COc1ccccc1N1C(=O)[C@@H]2C(C(=O)CN3C(=O)c4ccccc4C3=O)=NN[C@@H]2C1=O	0.2	6.0	-13.8	1.4	-4.3	-27.3	-6.2	19.2	-18.9
COc1ccc(NC(=O)c2ccc(Br)o2)c([N+](=O)[O-])c1	-6.0	0.2	3.2	0.0	-3.9	4.9	-1.2	-8.8	22.6
COc1ccccc1C(=O)Nc1ccc2oc(-c3ccc(F)cc3)nc2c1	13.1	1.1	-3.4	0.2	3.3	-14.4	1.5	16.1	-3.0

Profiles as entered above.
CCOC(=O)CSc1nc2c(sc(=S)n2-c2ccccc2OC)c(=O)n1Cc1ccco1 is listed with CHRM4 PAM = 12.8; M4 ag = -0.7; M5 antag = 5.2; CHO-K1 Ca ag = 0.3; CHRM5 PAM = -4.5; M4 antag = 25.0; CHRM5 agonist = -3.8; M1 PAM parental = -1.2; CHO-K1 Ca antag = 28.5*
O=c1c(/C=C(\O)c2ccc(F)cc2)nc2ccccc2n1-c1ccccc1 is listed with CHRM4 PAM = 23.5; M4 ag = 1.3; M5 antag = 11.7; CHO-K1 Ca ag = 2.2; CHRM5 PAM = 2.0; M4 antag = 6.5; CHRM5 agonist = -1.0; M1 PAM parental = 15.8; CHO-K1 Ca antag = -7.0

Continued:
SMILES	CHRM4 PAM	M4 ag	M5 antag	CHO-K1 Ca ag	CHRM5 PAM	M4 antag	CHRM5 agonist	M1 PAM parental	CHO-K1 Ca antag
NC(=O)CN1C(=O)C(=O)N(Cc2cccc(C(F)(F)F)c2)C1=O	5.1	0.2	5.1	1.8	0.8	-2.4	-1.8	20.2	-25.6
C=CCC[C@@H](Cc1ccc(F)cc1)C(=O)OCCNC(=O)[C@@H](CC=C)CC(=O)N[C@H](CO)Cc1ccccc1	-8.6	15.3	18.6	1.9	-12.1	5.6	2.1	-19.6	-5.2
Cc1ccc(NC(=O)c2ncn[nH]2)cc1	-0.3	0.1	-2.9	0.0	-1.8	-9.4	-1.9	26.3	-11.5
CCOC(=O)c1c(C)oc2c1c1c(c3ccccc32)OCN(CCCC(=O)O)C1	1.9	3.7	1.6	3.3	4.6	4.7	2.1	15.6	-13.9
COc1ccc(OCCNC(=O)C(Cc2c[nH]c3ccccc23)NC(C)=O)cc1 (centres undefined)	-2.5	0.1	4.3	0.8	9.0	-3.0	1.6	9.7	-7.6
CCOC(=O)CC(=O)c1cc(OC)c(OC)c(OC)c1	16.7	1.1	5.3	0.0	13.7	-10.6	-1.9	7.3	1.7
Cc1ccc2c(CN3CCN(S(=O)(=O)/C=C/c4ccccc4)CC3)cc(=O)oc2c1	0.9	0.4	-1.2	0.6	-1.6	-3.4	0.4	19.4	-6.7
COC(=O)c1ccccc1-n1c(CCC(=O)O)ccc1-c1ccccc1	-0.6	0.3	10.1	1.6	1.4	-2.0	-1.0	14.3	-10.0
CCOC(=O)N1CCN(CCC(=O)Nc2ccc(Br)cc2)CC1	1.3	2.1	-3.8	0.3	3.0	-7.1	0.1	10.0	-5.4
O=S(=O)(c1ccc(Br)cc1)N1CCC(c2nc3ccccc3[nH]2)CC1	-9.3	9.0	17.1	3.0	-9.1	0.5	-2.1	-11.1	-13.9
COc1cc(C(CC(=O)Nc2cc(C)ccn2)N2Cc3ccccc3C2=O)cc(OC)c1OC (centres undefined)	-2.5	0.3	7.0	0.1	-5.9	-1.9	-4.2	10.7	-11.0
CN(C1(C)CCS(=O)(=O)C1)S(=O)(=O)c1ccc2ccccc2c1 (centres undefined)	16.8	2.7	12.7	1.2	-2.6	-5.2	0.3	3.5	-5.2
COc1ccc(OC)c(C(=O)Cn2c3[n+](c4ccc(C(F)(F)F)cc42)CCCCC3)c1	2.7	0.3	0.6	0.2	7.6	2.2	1.8	-6.9	9.7
COC(=O)C1=C(N)Oc2cc(C)n(CC3CCCO3)c(=O)c2C1c1ccc(Cl)c(Cl)c1 (centres undefined)	12.2	-0.9	14.0	0.1	-0.4	-10.0	-8.6	-3.6	7.7
COc1ccc(-n2c(Cc3cccn3C)nnc2SCC(=O)Nc2ccc(C)cc2)cc1	0.2	-2.4	8.3	-0.6	-1.7	-8.2	1.6	-6.9	8.9
Brc1cccc(-c2nnc3sc(CNC4CCCC4)cn23)c1	4.5	1.7	-3.2	0.4	3.9	-25.9	1.1	14.9	0.8
CN(N=C(c1ccccc1)c1ccccc1)c1ccccc1	2.9	-1.3	1.6	1.1	6.2	-6.8	4.4	16.5	-5.7
NS(=O)(=O)c1ccc(NS(=O)(=O)/C=C/c2ccccc2)cc1	0.4	0.8	-3.8	-0.7	-0.2	10.3	0.5	-10.2	3.0
O=C(Cc1ccc(NC2=NC3CS(=O)(=O)CC3S2)cc1)NCCc1ccccc1 (centres undefined)	7.0	0.8	3.5	2.3	0.3	-4.2	1.1	25.4	-5.5
O=C(COc1coc(CN2CCc3ccccc3C2)cc1=O)Nc1cccc(Cl)c1	-5.0	3.5	12.8	2.5	-7.1	-4.1	0.1	-10.5	0.3
CCN1C(=O)[C@H]2[C@@H](c3ccc(C)cc3)N3C(=O)N(c4ccc(C(F)(F)F)cc4)C(=O)[C@@]3(CC(C)C)[C@H]2C1=O	1.8	2.8	15.4	-0.5	-7.8	-2.7	2.2	-3.8	-6.2
CCCCOP(=O)(OCCCC)C1(C)CC(=O)CC(C)(C)C1 (centres undefined)	2.1	1.9	9.2	0.2	-7.1	-2.2	4.4	3.7	-4.8
O=C(C1CCCCCC1)N1CC[C@@H](N2CCC(O)CC2)[C@H](O)C1	1.9	0.3	-5.7	0.6	-0.6	-10.7	-0.7	14.1	-14.2
Cc1cc(NC(=O)c2ccccc2)c(Cl)cc1N	1.4	0.4	-1.9	1.1	3.9	-0.2	0.8	16.2	-16.4
CC1(c2ccccc2)NC(=O)N(CC(=O)Nc2ccc3c(c2)CCC3)C1=O (centres undefined)	8.0	5.3	0.4	0.9	0.1	13.2	3.1	23.2	-3.5
CC12C(=O)N(Cc3ccccc3)C(=O)C1C1C=CC2C1 (centres undefined)	-4.2	-0.2	4.6	-0.6	-0.2	9.7	0.6	-0.3	9.8
COc1ccc(C(=O)NNC(=O)c2ccc3ccccc3c2)cc1	7.6	3.1	3.5	0.3	5.4	-4.8	-1.7	9.4	-13.0
O=C(CCN1C(=O)C2C3CC(C(Br)C3Br)C2C1=O)OCC(=O)c1ccccc1 (centres undefined)	-0.5	5.0	8.1	2.3	-1.7	-6.4	1.0	17.3	-10.3
CCOc1ccccc1C(=O)NC(C(=O)N(C)Cc1ccc2c(c1)OCO2)C(C)C (centres undefined)	-5.1	7.7	13.6	2.9	-5.3	11.2	4.0	11.8	-16.7
CC(=O)NC1CC2CCCC(C1)N2C(=O)Nc1c(C)cccc1C (centres undefined)	7.5	1.4	-2.7	-0.1	-1.3	7.7	0.6	-6.6	5.1
O=C1CC(N(C(=O)c2ccco2)c2cccc(Cl)c2)C(=O)N1c1cccc(Cl)c1 (centres undefined)	-1.5	9.4	5.3	1.5	-9.8	-3.6	-2.8	16.0	-38.5

No enrichment for hits; about 2.7% have a hit in one of these screens.
